From PubChem BioAssay
mIAP act: increases mouse intestinal alkaline phosphatase activity | muIAP, CDP-Star luminescence, 30 min; hits give high values; 1 = vehicle-only enzyme signal, 0 = enzyme-free wells | activation factor at 10 µM | actives 0.24% (n = 330,000);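 active = activation factor of at least 2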; also: the source names both 10 and 20 µM as test concentration; values of inactives mirror those of a sister screen read the other way
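Assay system: mouse IAP enzyme; reagent: chemiluminescent substrate CDP-Star; dosing: test compounds delivered from DMSO solution; schedule: 30 min at room temperature; measured by: luminescence from enzymatic CDP-Star hydrolysis; controls: DMSO-only wells and no-enzyme negative control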
tim10-1 inh: tim10-1 yeast growth inhibition. inhibition, % at 20 µM. actives 2.2% (n = 330,000). S. cerevisiae tim10-1 ts strain growth, BacTiter-Glo, 24 h. AID 463190;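 active = inhibition of at least 40%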;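 also: mutant grown at 25 °C; 0% = DMSO wells with yeast and 100% = wells holding no yeast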
ATG4B inhibitor: inhibitors of human ATG4B cysteine protease. ATG4B cleavage of LC3-PLA2, NBD-HPC fluorescence, 1 h. inhibition, % at 8.33 µM. actives 0.51% (n = 340,000). AID 504462. Q9Y4P1; in the data active = inhibition above about 40%
Target sequence (Q9Y4P1 whole entry, looked up): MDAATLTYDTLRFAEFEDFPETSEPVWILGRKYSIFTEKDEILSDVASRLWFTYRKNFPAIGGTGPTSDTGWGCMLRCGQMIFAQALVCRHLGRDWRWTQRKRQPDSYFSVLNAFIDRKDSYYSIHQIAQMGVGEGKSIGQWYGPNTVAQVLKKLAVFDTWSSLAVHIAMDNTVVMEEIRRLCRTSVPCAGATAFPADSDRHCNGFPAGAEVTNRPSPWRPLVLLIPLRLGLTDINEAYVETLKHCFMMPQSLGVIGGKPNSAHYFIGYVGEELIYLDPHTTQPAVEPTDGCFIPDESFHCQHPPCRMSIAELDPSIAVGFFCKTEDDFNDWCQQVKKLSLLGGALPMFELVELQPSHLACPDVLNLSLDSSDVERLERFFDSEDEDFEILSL
NLRP3 yeast inh: inhibitors of NALP3 inflammasome in yeast. Yeast reconstituted NLRP3/ASC/caspase-1, beta-gal luminescence, 24 h. actives 0.39% (n = 330,000). AID 2825. inhibition, % at 10 µM;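 active = inhibition of 50% or more; inactive = inhibition below 50%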;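 also: plate controls were induced DMSO wells for no effect and uninduced yeast grown without galactose for full effect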
TIM10 inh: inhibits growth of TIM10 yeast strain | S. cerevisiae TIM10 strain growth, BacTiter-Glo luminescence, 24 h | inhibition, % at 10 µM | actives 1.4% (n = 330,000);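 active = inhibition of 40% or more at the single tested concentration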;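 also: wild-type TIM10 isogenic control strain grown at permissive 25 °C; 0% = DMSO yeast wells and 100% = minimal medium wells without yeast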
hIAP inh: blocks human intestinal alkaline phosphatase. purified IAP, CDP-Star luminescence, 30 min. actives 0.12% (n = 330,000). inhibition, % at 10 µM. P09923;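 active = inhibition reaching a set limit with compound at 10 µM in the primary screen, cut at about 35% in these data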;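 also: plate controls were DMSO wells with enzyme for no effect and no-enzyme buffer wells for full effect; values of inactives mirror those of a sister screen read the other way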
Target sequence (P09923 whole entry, looked up): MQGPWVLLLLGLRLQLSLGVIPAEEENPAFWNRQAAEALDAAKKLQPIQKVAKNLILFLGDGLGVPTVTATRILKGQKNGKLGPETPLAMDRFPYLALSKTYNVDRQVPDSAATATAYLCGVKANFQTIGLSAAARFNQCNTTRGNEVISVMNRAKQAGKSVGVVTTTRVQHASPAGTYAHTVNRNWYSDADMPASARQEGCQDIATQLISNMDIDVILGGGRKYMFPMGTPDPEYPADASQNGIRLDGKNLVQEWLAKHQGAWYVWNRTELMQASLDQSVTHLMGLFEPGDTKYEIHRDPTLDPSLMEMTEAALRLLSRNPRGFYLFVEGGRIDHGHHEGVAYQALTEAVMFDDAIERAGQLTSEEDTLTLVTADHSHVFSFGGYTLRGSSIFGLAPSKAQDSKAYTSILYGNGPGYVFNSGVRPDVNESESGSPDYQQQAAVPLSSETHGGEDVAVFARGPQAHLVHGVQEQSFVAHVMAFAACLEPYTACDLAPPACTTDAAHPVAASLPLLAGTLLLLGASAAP
Apaf1 inhib: blocks human Apaf-1 apoptosome activity; O14727; reconstituted apoptosome caspase-3 activity, DEVD-Rh110 fluorescence; inhibition, % at 20 µM; actives 0.71% (n = 330,000); AID 489030; active = inhibition of at least 40% at 20 µM;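 also: plate controls were DMSO wells for no effect and DEVD-CHO caspase inhibitor wells for full effect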
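System: reconstituted apoptosome with Apaf-1, cytochrome c, caspase-9, procaspase-3, dATP; Signal: Rh110 fluorescence intensity; Schedule: 30 min compound preincubation, 50 min activation, room temperature; Reagent: cytochrome c trigger plus (Z-DEVD)2-Rh110 caspase-3 substrate.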
mIAP inh: blocks mouse intestinal alkaline phosphatase; purified mouse IAP, CDP-Star luminescence, 30 min; inhibition, % at 10 µM; actives 0.2% (n = 330,000); AID 2806;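 active = inhibition of at least 40% at 10 µM in the primary screen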;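 also: plate controls were DMSO with enzyme for no effect and no enzyme wells for full effect; values of inactives mirror those of a sister screen read the other way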
hIAP act: increases human intestinal alkaline phosphatase activity; P09923; actives 0.16% (n = 330,000); purified human IAP, CDP-Star luminescence, 30 min; hits give high values; 1 = vehicle-only enzyme, 0 = enzyme-free background; AID 2524; activation factor at 10 µM;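 active = activation factor of the enzyme at least 2-fold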; also: the source names both 10 and 20 µM as test concentration; values of inactives mirror those of a sister screen read the other way
Numbers without * were called inactive.

#	compound	mIAP act	tim10-1 inh	ATG4B inhibitor	NLRP3 yeast inh	TIM10 inh
1	CC(=O)CC(=O)Nc1nc(C)cc(C)n1	1.02	-3.0	-8.1	0.7	-4.2
2	CCn1c(C)nc2cc(C#N)ccc21	1.01	5.6	-5.3	8.6	-19.7
3	Cc1cc(C2C(=O)C(C(=O)c3ccc(Cl)cc3)C(=O)CC2(C)C)on1 (stereo not given)	1.13	-7.3	-7.2	16.9	-16.8
4	CCOc1ccc(C2C(C#N)=C(N)Oc3n[nH]c(C)c32)cc1OC(=O)C1CC1 (stereo not given)	1.04	19.4	-20.8	-6.3	-12.5
5	COC(=O)c1sccc1NC(=O)c1ccccc1Br	0.94	7.8	5.8	34.7	-7.4
6	c1ccc2nc(-c3ccc4c(c3)OCO4)ccc2c1	0.967	9.2	-3.6	15.2	2.1
7	COC(=O)c1ccc(C(=O)Nc2ccc(N)cc2N)cc1	0.949	4.1	-5.8	15.9	0.2
8	Cc1cc(C(C)(C)C)cc(S(=O)(=O)NCC(=O)O)c1C	0.997	13.2	-6.9	-21.1	2.7
9	CN(C)C=Nc1nonc1N	1.07	-7.1	1.6	2.6	-9.1
10	CCOC(=O)N1CCN(C(=O)c2c[nH]c3ccc(S(=O)(=O)N(C)c4cccc(C)c4)cc3c2=O)CC1	1.02	8.6	-10.2	16.1	1.5
11	O=C(CCN1CCCCO1)N1CCCC(N2CCN(c3ccc(F)cc3)CC2)C1 (stereo not given)	0.994	-17.6	0.6	9.1	2.5
12	CCC/C(=N\NC(=O)c1ccccc1C)c1ccccc1	1.02	18.8	3.8	4.5	0.8
13	O=C(Nc1ccc(F)cc1)c1cccc2c1C(=O)N(Cc1ccccn1)C2	0.859	68.0*	-1.6	13.7	43.8*
14	O=C(c1ccc(Cn2cc(Cl)c([N+](=O)[O-])n2)cc1)N1CCN(Cc2ccccc2)CC1	0.997	27.2	-4.7	24.6	-2.4
15	O=C(NCc1ccc2c(c1)OCO2)C(=O)NCC(c1ccco1)N1CCN(c2ccccc2)CC1 (stereo not given)	0.963	12.9	-3.5	2.5	10.8

#	hIAP inh	Apaf1 inhib	mIAP inh	hIAP act
1	2.1	6.5	-1.7	0.979
2	8.4	0.6	-1.1	0.916
3	9.7	-4.7	-12.6	0.903
4	6.6	7.9	-4.1	0.934
5	-18.2	-3.1	6.0	1.18
6	14.3	-0.7	3.3	0.857
7	-1.5	48.2*	5.1	1.01
8	-25.0	3.5	0.3	1.25
9	10.1	10.0	-7.4	0.899
10	3.0	11.5	-2.4	0.97
11	8.1	-9.5	0.6	0.919
12	-1.0	10.7	-2.0	1.01
13	0.8	11.7	14.1	0.992
14	11.7	3.3	0.3	0.883
15	1.4	-2.8	3.7	0.986

Entries of single compounds from above. Order of screens: mIAP act	tim10-1 inh	ATG4B inhibitor	NLRP3 yeast inh	TIM10 inh	hIAP inh	Apaf1 inhib	mIAP inh	hIAP act
Listed for CCn1c(C)nc2cc(C#N)ccc21 : 1.01	5.6	-5.3	8.6	-19.7	8.4	0.6	-1.1	0.916
Listed for COC(=O)c1ccc(C(=O)Nc2ccc(N)cc2N)cc1 : 0.949	4.1	-5.8	15.9	0.2	-1.5	48.2*	5.1	1.01

(continued)
#	compound	mIAP act	tim10-1 inh	ATG4B inhibitor	NLRP3 yeast inh	TIM10 inh
16	O=C(CC(c1ccccc1)c1ccccc1O)NCc1ccccc1 (stereo not given)	1.01	21.7	6.5	26.1	11.8
17	O=C(O)c1ccc(NS(=O)(=O)c2cc(Cl)sc2Cl)cc1	0.978	-11.9	6.5	18.8	2.3
18	CCOc1ccccc1C1c2[nH]c3ccccc3c2C[C@H]2C(=O)N(C3CC3)CC(=O)N12 (stereo not given in full)	1.07	26.5	3.9	-0.1	16.2
19	Cc1cc(NC(=O)c2cnn3c(C(F)F)cc(-c4ccccc4)nc23)no1	0.997	12.5	-5.1	7.7	-1.6
20	Cc1ccc(NC(=S)NNC(=O)c2ccccc2OC(F)F)cc1	0.963	40.4*	21.2	12.4	29.0
21	O=C(NC(=S)Nc1ccccc1)c1ccc(-c2ccccc2)cc1	0.788	3.8	8.4	21.9	0.7
22	Cc1ccc(S(=O)(=O)N2CCN(c3ncnc4sccc34)CC2)cc1C	0.926	23.6	-12.2	34.1	-4.0
23	CCn1c(O)c(N=N)c2ccccc21	0.986	12.8	-11.4	27.3	10.9
24	CCCCn1c(N)c(N(CC(C)C)C(=O)CN(C)Cc2cccc(OC)c2)c(=O)[nH]c1=O	0.92	9.5	-7.3	-0.9	-5.9
25	Cc1ccccc1OCC(=O)Nc1nc2ccccc2[nH]1	0.937	-18.4	9.0	30.4	-7.0
26	Cc1ccc(S(=O)(=O)N2CCN(CC(=O)NC(C)c3ccccc3)CC2)cc1 (stereo not given)	0.965	13.4	-2.3	14.8	0.8
27	O=C(c1cccc2ccccc12)C1CCCN(C(=O)CCN2CCCO2)C1 (stereo not given)	0.93	2.0	10.9	8.7	-10.7
28	CC1(OC(=O)CCc2ccccc2)C(=O)C=C2C=C(c3ccc(C#N)cc3)N(CCc3ccccn3)C=C2C1=O (stereo not given)	0.99	-6.8	-7.0	19.0	6.4
29	COc1cc(NC(=O)Cc2ccc(S(=O)(=O)N3CCOCC3)s2)c(OC)cc1Cl	0.936	29.8	-9.9	-9.6	12.7
30	O=C(C1=C[C@@H]2[C@H]3C(=O)N(c4cccc(Cl)c4)C(=O)[C@H]3[C@@H](C(=O)c3ccc(Cl)cc3)N2C=C1)c1ccccc1	0.939	24.8	21.0	17.1	13.1

#	hIAP inh	Apaf1 inhib	mIAP inh	hIAP act
16	1.5	10.2	-1.2	0.985
17	10.6	1.6	2.2	0.894
18	14.3	14.9	-7.0	0.857
19	-3.4	10.2	0.3	1.03
20	16.7	-2.9	3.7	0.833
21	14.4	0.6	21.2	0.856
22	-4.5	9.7	7.4	1.04
23	-5.0	10.3	1.4	1.05
24	2.5	-3.7	8.0	0.975
25	-23.9	-1.0	6.3	1.24
26	-1.6	10.0	3.5	1.02
27	-3.1	-15.2	7.0	1.03
28	9.2	19.7	1.0	0.908
29	0.5	3.1	6.4	0.995
30	16.4	-3.6	6.1	0.836

Records listed so far printed as active in TIM10 inh:
item | compound | mIAP act | ATG4B inhibitor | NLRP3 yeast inh | TIM10 inh | hIAP inh | mIAP inh | hIAP act
13 | O=C(Nc1ccc(F)cc1)c1cccc2c1C(=O)N(Cc1ccccn1)C2 | 0.859 | -1.6 | 13.7 | 43.8* | 0.8 | 14.1 | 0.992

Later entries:
#	compound	mIAP act	tim10-1 inh	ATG4B inhibitor	NLRP3 yeast inh	TIM10 inh
31	Cc1cc(/C=C2\SC(=S)NC2=O)c(C)[nH]1	0.296	0.9	8.3	8.7	2.5
32	O=C(N/N=C/c1c[nH]c2ccccc12)C1COc2ccccc2O1 (stereo not given)	0.975	17.3	-6.3	10.5	23.4
33	COc1ccc(OCC(=O)N/N=c2\oc3c(OC)cccc3cc2C(N)=O)cc1	1.01	1.5	0.6	22.6	3.6
34	Cn1nccc1C(=O)NC1CCCc2c1cnn2-c1cc(F)cc(F)c1 (stereo not given)	1.04	19.3	-4.6	10.9	-0.6
35	COc1cc(/C=N/NC(=S)NC(C)C)ccc1OCC(=O)Nc1c(C)cc(C)cc1C	0.924	-0.3	-13.1	11.4	7.6
36	C=CCSc1nc2ccccc2n1S(=O)(=O)c1ccc(C)cc1	1.11	30.8	-1.8	28.7	10.5
37	CN(C)c1ccc(CN(C(=O)COc2ccccc2)C2CCS(=O)(=O)C2)cc1 (stereo not given)	1.02	14.3	-0.3	-0.9	4.7
38	Cc1ccc(N(C(=O)c2csnn2)C(C(=O)NC2CCCCC2)c2ccncc2)cc1 (stereo not given)	0.949	8.3	1.7	22.3	-16.9
39	COc1ccc(OC)c(/C=N/NC(=O)c2c(C)nc3ccc(C)cn23)c1	1.12	24.5	-0.9	18.0	4.9
40	CCc1ccc(OCC(=O)OCC(=O)c2ccc3c(c2)NC(=O)CO3)cc1	1.02	-3.1	-22.7	14.7	7.7
41	C=CCNC(=O)CC(=O)N/N=C/c1ccc(F)cc1	0.769	-1.3	8.3	-1.0	-2.7
42	CNc1nc(C)nc(-n2nc(C)cc2C)n1	0.979	10.2	-11.8	10.4	14.0
43	COc1ccc(-c2cc(C(F)(F)F)n3ncc(C(=O)N4CCc5ccccc5C4)c3n2)cc1	0.815	14.3	-5.5	13.0	24.3
44	COc1ccc(C2C(C#N)=C(N)Oc3cc(N)ccc32)cc1 (stereo not given)	0.957	-6.8	-5.6	10.5	-19.5
45	CCCCN1C(=O)/C(=C2\SC(N3CCOCC3)=NC2=O)c2ccccc21	0.905	-7.7	-0.9	25.8	4.3
46	Cc1ccc(C(=O)Nc2ccc3c(c2)nc(CCNC(=O)c2ccco2)n3C)cc1	0.968	-18.7	-2.1	17.6	4.3
47	COC(=O)CCC(=O)NC(=S)Nc1c(C)cccc1C	0.747	22.5	1.2	15.4	-3.7
48	CCCc1cc(NC(=O)COC(=O)c2ccc(O)cc2O)n(-c2ccccc2)n1	1.01	-2.6	-4.7	15.8	-0.8

#	hIAP inh	Apaf1 inhib	mIAP inh	hIAP act
31	26.5	18.5	70.4*	0.735
32	-15.2	2.1	2.5	1.15
33	-0.1	-10.4	-0.6	1
34	-7.5	0.0	-3.6	1.07
35	17.3	0.8	7.6	0.827
36	-24.6	2.1	-10.7	1.25
37	0.3	-7.8	-2.5	0.997
38	-0.1	4.3	5.1	1
39	-16.7	13.2	-12.0	1.17
40	3.5	-3.1	-2.0	0.965
41	6.8	-1.3	23.1	0.932
42	-17.7	-4.9	2.1	1.18
43	11.8	8.2	18.5	0.882
44	-5.6	2.3	4.3	1.06
45	3.9	-6.8	9.5	0.961
46	1.1	5.5	3.2	0.989
47	-14.0	-6.3	25.3	1.14
48	0.2	-4.3	-0.6	0.998

Among those listed so far, these contain a Cl atom.
#	compound	mIAP act	tim10-1 inh	ATG4B inhibitor	NLRP3 yeast inh	TIM10 inh
3	Cc1cc(C2C(=O)C(C(=O)c3ccc(Cl)cc3)C(=O)CC2(C)C)on1 (stereo not given)	1.13	-7.3	-7.2	16.9	-16.8
14	O=C(c1ccc(Cn2cc(Cl)c([N+](=O)[O-])n2)cc1)N1CCN(Cc2ccccc2)CC1	0.997	27.2	-4.7	24.6	-2.4
17	O=C(O)c1ccc(NS(=O)(=O)c2cc(Cl)sc2Cl)cc1	0.978	-11.9	6.5	18.8	2.3
29	COc1cc(NC(=O)Cc2ccc(S(=O)(=O)N3CCOCC3)s2)c(OC)cc1Cl	0.936	29.8	-9.9	-9.6	12.7
30	O=C(C1=C[C@@H]2[C@H]3C(=O)N(c4cccc(Cl)c4)C(=O)[C@H]3[C@@H](C(=O)c3ccc(Cl)cc3)N2C=C1)c1ccccc1	0.939	24.8	21.0	17.1	13.1

#	hIAP inh	Apaf1 inhib	mIAP inh	hIAP act
3	9.7	-4.7	-12.6	0.903
14	11.7	3.3	0.3	0.883
17	10.6	1.6	2.2	0.894
29	0.5	3.1	6.4	0.995
30	16.4	-3.6	6.1	0.836

An unsorted share of the library; 4.5% or so of the library scored in one or more.
